# Screening results deposited in PubChem BioAssay by several laboratories.
# CRFBP-R2 block: blocks CRF-induced signaling of the CRF-BP/CRF-R2 complex. HEK293 CRF-R2/CRF-BP, CRF-induced calcium fluorescence. inhibition, % at 11.8 µM. 350,000 tested, 0.59% active;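 active = inhibition of the ligand-induced calcium signal above about 50% at the single tested concentration, limit read from the data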
# CRFR2-BP ag: agonists of human CRF-binding protein/CRF-R2 receptor complex; HEK293 CRF-R2/CRF-BP, calcium dye fluorescence (FLIPR); percent of saturating CRF peptide response; activation, % at 13.2 µM; 350,000 tested, 0.46% active; AID 588473;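 active = activation of at least 50%, plus an integration ratio under a set limit after plate pattern correction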;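 note: plate controls were neutral control wells without compound for no effect and CRF at EC100 for full effect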
# M5 antag: CHRM5 antagonism in calcium assay. P08912. CHO-hM5 cells, Fluo-8 calcium fluorescence, ACh EC80. inhibition, % at 3 µM. 360,000 tested, 0.59% active. AID 624040;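 active = inhibition above a per-plate cutoff, the mean of that plate's test compounds plus 3 SD, cut at about 27% in these data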;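 note: 0% = acetylcholine EC80 with DMSO and 100% = DMSO without agonist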
# Target sequence (P08912 whole entry, looked up): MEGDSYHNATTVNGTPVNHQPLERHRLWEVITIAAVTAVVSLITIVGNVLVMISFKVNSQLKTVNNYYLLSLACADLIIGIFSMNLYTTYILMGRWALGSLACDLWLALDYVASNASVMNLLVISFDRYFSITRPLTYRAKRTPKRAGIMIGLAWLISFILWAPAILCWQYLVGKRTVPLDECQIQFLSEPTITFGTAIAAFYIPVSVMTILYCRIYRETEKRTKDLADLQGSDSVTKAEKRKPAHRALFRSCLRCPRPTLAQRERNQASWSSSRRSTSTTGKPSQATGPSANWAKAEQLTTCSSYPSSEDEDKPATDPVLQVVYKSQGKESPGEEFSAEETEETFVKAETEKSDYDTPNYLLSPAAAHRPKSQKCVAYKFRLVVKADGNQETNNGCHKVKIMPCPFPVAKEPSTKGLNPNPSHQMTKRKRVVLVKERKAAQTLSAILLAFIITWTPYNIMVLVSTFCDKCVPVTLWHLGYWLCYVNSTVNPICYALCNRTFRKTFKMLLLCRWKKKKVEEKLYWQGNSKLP
# CHRM4 agonist: agonists of human muscarinic M4 receptor (CHRM4); CHO-K1 hM4/Gqi5, Fluo-8 calcium fluorescence; vehicle 0%, full acetylcholine response 100%; AID 624127; 360,000 tested, 0.14% active; P08173; activation, % at 3 µM;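 active = activation above the run mean over all test wells plus 3 SD, cut at about 32% in these data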;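 note: peak over basal fluorescence ratio per well then scaled between controls; 0% = DMSO wells and 100% = acetylcholine at EC100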
# Target sequence (P08173 whole entry, looked up): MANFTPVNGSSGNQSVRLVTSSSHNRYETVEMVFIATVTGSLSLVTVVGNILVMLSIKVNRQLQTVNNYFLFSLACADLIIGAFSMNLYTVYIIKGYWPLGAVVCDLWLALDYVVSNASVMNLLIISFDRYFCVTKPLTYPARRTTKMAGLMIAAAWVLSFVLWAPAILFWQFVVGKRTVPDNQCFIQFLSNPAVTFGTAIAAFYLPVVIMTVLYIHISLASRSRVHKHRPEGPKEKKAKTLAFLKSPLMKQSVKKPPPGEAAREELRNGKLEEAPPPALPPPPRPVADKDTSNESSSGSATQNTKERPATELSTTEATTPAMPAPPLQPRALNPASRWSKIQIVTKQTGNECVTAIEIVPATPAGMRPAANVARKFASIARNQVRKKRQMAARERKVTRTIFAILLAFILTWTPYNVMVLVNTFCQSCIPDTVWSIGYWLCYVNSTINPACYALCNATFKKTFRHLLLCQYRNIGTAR
# CHRM5 agonist: agonists of human muscarinic M5 receptor (CHRM5); 360,000 tested, 0.19% active; activation, % at 3 µM; CHO-K1 hM5 cells, Fluo-8 calcium fluorescence; 0% DMSO wells, 100% maximal acetylcholine response; P08912;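 active = activation above the run's mean over test compounds plus 3 SD, cut at about 23% in these data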;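 note: signal is peak over basal fluorescence ratio across the kinetic read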
# M4 antag: blocks acetylcholine activation of human M4 receptor; CHO-hM4 cells, ACh EC80, Fluo-8 calcium fluorescence; inhibition, % at 3 µM; 360,000 tested, 0.73% active; AID 624125;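 active = inhibition above its plate's cutoff, the mean inhibition of sample wells plus 3 SD, cut at about 27% in these data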;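 note: 0% = acetylcholine EC80 with DMSO and 100% = DMSO without agonist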
# CHRM5 PAM: potentiates acetylcholine response at human M5 receptor. P08912. CHO-K1 hM5, Fluo-8 calcium, ACh EC20 PAM; 0% = ACh EC20, 100% = ACh EC100. activation, % at 3 µM. 360,000 tested, 0.3% active;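 active = activation above the run cutoff, the mean activation of all test compounds plus 3 SD, cut at about 18% in these data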
#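 Replicates: One well per compound, no replicates | System: Human M5 receptor in CHO-K1 cells | Benchmarks: Low control EC20 acetylcholine (0%), high control EC100 acetylcholine (100%) | Probe or stimulus: Acetylcholine, EC20 level | Times: Fluo-8 loading 80 min at 37 °C plus 30 min room temperature | Signal: Intracellular calcium via Fluo-8 fluorescence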
# IDE inh: cellular human IDE inhibition; P14735; HEK cells, FAbetaB cleavage, fluorescence polarization; inhibition, % at 5.59 µM; 320,000 tested, 0.41% active;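 active = percent inhibition above the average of all tested compounds plus 3 SD, set per screening campaign, cut at about 16% in these data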;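 note: IDE supplied by intact live HEK cells; FP after avidin binding of uncleaved biotin substrate so inhibition keeps polarization high; 0% = DMSO wells and 100% = 60 µM reference IDE inhibitor Ii1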
# M4 PAM: positive allosteric modulators of human muscarinic M4 receptor; activation, % at 3 µM; CHO-K1 hM4/Gqi5, Fluo-8 calcium fluorescence, ACh EC20; 0% = ACh EC20, 100% = maximal ACh; 360,000 tested, 0.4% active; AID 624126; P08173;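 active = activation above its plate's cutoff, the mean activation of sample wells plus 3 SD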; note: some results filed as inactive read as strong as hits
# * marks the source's active call; other numbers are inactive results; nt = not tested or not shown.
SMILES,CRFBP-R2 block,CRFR2-BP ag,M5 antag,CHRM4 agonist,CHRM5 agonist,M4 antag,CHRM5 PAM,IDE inh,M4 PAM
CCOc1ccc(CC(=O)NNC(=S)Nc2ccc(OC)c(OC)c2)cc1,8.4,-2.1,-1.5,1.1,-0.8,-1.7,2.4,-2.1,-0.9
Cn1c2ccccc2c2nnc(SCc3ccc4nonc4c3)nc21,-7.0,-2.0,0.8,-0.3,0.0,-6.3,-5.9,1.7,2.7
CCOc1cc(NC(=S)NCc2ccco2)c(OCC)cc1NC(=O)c1ccco1,9.2,-2.3,2.9,1.4,-3.7,-2.0,-1.5,4.4,2.0
N#Cc1c(N)c2ccccn2c1C(=O)c1ccc(Br)cc1,-27.4,-1.9,10.7,0.8,-2.5,-6.5,-2.1,3.4,-0.6
CCn1cc(CNC(=O)CSc2nc(-c3ccc(OC)c(OC)c3)cc(C(F)(F)F)n2)c(C)n1,-36.7,0.5,-3.7,0.2,1.0,-5.7,-2.0,8.2,9.8
CSc1ccccc1OCc1cc(C(=O)NC2CCc3ccccc32)no1 (configuration not stated),33.0,1.8,3.5,0.5,-3.1,-14.2,-1.4,3.7,-1.2
O=C(CCN1C(=O)C2CC=CCC2C1=O)Nc1cccc(Cl)c1 (configuration not stated),-9.8,-1.8,-1.0,1.1,-1.4,5.3,-2.1,-2.3,-4.2
CNS(=O)(=O)c1cnccc1N1CCN(c2cccc(C(F)(F)F)c2)CC1,-4.5,-0.5,-4.0,6.0,1.7,1.6,-0.3,2.2,0.4
O=C(COc1ccc(S(=O)(=O)NC2CCCC2)cc1)N1CCCCCC1,-0.9,-1.1,4.7,2.6,-6.2,5.9,-25.8,-0.1,0.4
COc1cccc(-c2cc(C(=O)NCC3CCCO3)c3cc(C)cc(C)c3n2)c1 (configuration not stated),-6.6,-0.2,9.0,9.5,-2.1,-11.6,-7.6,1.6,-0.2
CC(/C=N/NC(=O)c1ccc2nc(C)[nH]c2c1)=C\c1ccccc1,9.1,-1.7,3.7,0.3,1.7,2.3,-1.1,3.4,-2.8
COc1ccccc1Nc1nc(N)nc(CSc2nc(C)cc(C)n2)n1,6.9,-1.2,6.5,0.5,-1.8,9.1,3.7,0.8,-3.5
Cc1n[nH]c(=O)nc1NCC1CCCO1 (configuration not stated),4.1,-0.2,-0.6,0.1,-0.8,7.5,-0.2,4.6,-4.8
C=CCOc1c(Br)cc(CNn2c(C)n[nH]c2=S)cc1OCC,3.4,2.0,6.1,0.8,0.4,7.9,-1.4,6.3,-0.8
O=C1CC(C2CCCO2)C(=O)N1c1cccc(Cl)c1 (configuration not stated),-0.2,7.9,-6.6,0.3,-0.5,-11.2,7.0,1.6,16.6
COc1cccc(/C=N/N2CCOCC2)c1O,3.5,-0.4,1.1,0.3,1.1,-0.6,1.2,2.5,4.5
CCN(C[C@H]1N[C@@](Cc2ccccc2)(C(=O)OC)[C@H]2C(=O)N(Cc3ccccc3)C(=O)[C@@H]12)S(=O)(=O)c1ccccc1,-17.6,6.1,-3.2,0.0,-0.5,-15.1,-0.5,5.4,3.4
CC(C)C(=O)N1CC(=O)Nc2ccc(F)cc2C1c1ccc(F)cc1 (configuration not stated),-12.4,-0.3,12.9,1.1,-1.6,1.7,-2.4,-1.7,-5.9
CCN1C(=O)c2ccccc2S(=O)c2ccc(C(=O)N3CCCCCC3)cc21 (configuration not stated),-18.4,-0.4,2.0,0.7,-4.1,-5.4,1.9,1.8,-0.8
COc1ccc(N=C2NC(=O)C(CO)(CO)S2)cc1,13.5,-0.2,-4.9,0.8,0.9,-0.5,1.2,nt,2.7
CC(C)[C@H](NC(=O)OCc1ccccc1)C(=O)OCC(=O)NCCc1ccccc1,0.3,-0.2,-6.8,5.2,0.6,5.4,-1.5,-3.3,-8.7
N#Cc1nc(-c2cccc3ccccc23)oc1NCCN1CCOCC1,-19.9,-2.9,4.1,9.0,0.7,10.8,3.0,1.0,10.4
CC(C)CC1CCCCC1OC(=O)CN1CCCCC1 (configuration not stated),-4.4,-2.0,0.5,0.2,-9.0,-5.9,-10.5,-3.0,-5.0
CC(O)(C#CCN1CCOCC1)c1ccccc1 (configuration not stated),-1.2,-3.1,8.4,-0.2,-2.3,6.2,0.5,nt,-1.9
NC(=O)c1ccccc1OCC(=O)NC12CC3CC(CC(C3)C1)C2,-12.8,2.0,12.3,2.4,-1.8,0.1,-0.9,-0.3,3.8

# Going on with the list.
SMILES,CRFBP-R2 block,CRFR2-BP ag,M5 antag,CHRM4 agonist,CHRM5 agonist,M4 antag,CHRM5 PAM,IDE inh,M4 PAM
O=C1NC(=Nc2ccccc2)S/C1=C\C=C\c1ccco1,16.0,-1.7,-1.2,1.7,0.3,4.2,-3.5,-2.8,0.0
O=C(NC(=S)Nc1ccccc1[N+](=O)[O-])c1cncc(Br)c1,-15.6,-0.4,3.4,6.9,-0.2,-6.8,-8.5,0.6,0.5
Cc1ccc(CC2SC(N=C(N)N)=NC2=O)cc1 (configuration not stated),-1.8,-1.1,16.5,-0.4,-3.0,1.1,-7.0,-0.3,2.6
CCCC(=O)N1CCC1(C)C(=O)NS(=O)(=O)c1cc2c(cc1C)CCCS2(=O)=O (configuration not stated),nt,nt,-3.9,0.4,-1.1,4.4,2.0,nt,-2.4
CCc1cccc(OCCN2CCCC2)c1,-5.4,0.3,6.8,1.6,-7.7,-5.0,-5.3,-0.5,0.3
O=C(CCn1cnnn1)Nc1ccc(Cl)cc1Cl,21.3,-0.3,-9.1,0.5,-0.9,5.8,3.9,-0.7,3.8
O=C1c2ccccc2C(Nc2ccccc2)N1c1cccnc1 (configuration not stated),-20.2,-0.5,-0.4,0.7,0.8,5.8,-6.6,-2.3,-8.8
COc1ccccc1C(=O)NC(CCSC)C(=O)NCc1ccccn1 (configuration not stated),-3.5,-0.2,0.9,1.4,2.4,-2.5,0.2,-3.7,3.1
O=C(CCS(=O)(=O)c1ccccc1)Nc1ccc(-c2nc3ccccc3s2)c(O)c1,5.8,0.9,10.3,1.4,0.4,-1.0,-7.1,-0.9,-7.3
O=c1c2ccccc2nnn1CCO,5.3,-0.2,-19.4,0.3,0.9,-1.8,-0.2,-1.6,-7.9
Clc1ccc(-c2nnc(Sc3nc4ccccc4o3)c3ccccc23)cc1,14.4,-0.3,16.1,-2.6,0.3,5.8,-6.6,-1.2,2.9
COc1ccc2c(c1OC)C(=O)N(c1ccc(C)cc1)C2,-3.9,-0.1,22.6,13.3,-1.2,-0.8,-19.1,-4.1,-2.2
O=C(NCC1CC1)c1ccc2nc([C@@H]3O[C@H](CO)[C@H](O)[C@H](O)[C@H]3O)[nH]c2c1,nt,nt,2.3,0.7,0.7,-3.2,1.2,nt,0.4
Cc1ccc(C#N)c(SCc2ccccc2F)n1,7.6,0.5,11.4,-1.6,-7.0,8.2,-3.1,-5.5,-5.6
C/C(O)=C(\C#N)P(=O)(c1ccccc1)c1ccccc1,5.0,2.4,-5.8,0.4,3.5,-2.2,2.4,6.1,-4.1
Cc1c(Cl)cccc1N=c1c([N+](=O)[O-])nn(-c2ccccc2)n1O,10.0,-0.1,2.2,0.6,-1.7,-18.2,-3.3,1.2,5.6
O=C(CCCSc1ccccc1)Nc1ccc(Cl)c(S(=O)(=O)N2CCOCC2)c1,-8.6,3.4,4.4,16.2,3.7,5.5,-23.8,-0.1,-9.2
CC1(C)CC(=O)C(C=NCCCN2CCCC2=O)=C(O)C1,-2.5,-0.1,-13.0,0.0,2.5,9.3,4.8,7.8,5.2
Cc1noc2ncnc(N3CCN(c4ccc(F)cc4)CC3)c12,7.4,0.1,0.0,1.7,2.1,-1.8,13.9,3.9,0.8
CC1CCCN(C(=O)C2CCN(Cc3ccc4c(c3)OCO4)CC2)C1 (configuration not stated),-8.5,-0.5,-5.2,2.5,-3.3,-10.6,1.2,5.5,-2.6
Cc1ccc([N+](=O)[O-])cc1S(=O)(=O)N1CCCCC1C(=O)O (configuration not stated),4.1,0.3,-3.0,-0.1,-5.3,6.2,0.2,1.8,1.0
O=C(CN(C1CCCCC1)C1CCCCC1)N1CCc2ccccc2C1,-39.3,9.4,11.2,2.3,-0.1,-17.0,-7.1,-0.4,-5.6
COc1ccc(-c2cc3ccc(O)cc3oc2=O)cc1OC,-25.5,33.9,0.1,4.6,-2.5,1.7,-2.7,9.6,-0.5
CC(=O)Nc1cccc2c1C(=O)N(c1ccc(C)cc1)C2=O,-2.6,0.4,0.9,1.2,1.4,-7.4,0.1,2.6,8.7

# Compound profiles, as listed above. Order of values: CRFBP-R2 block | CRFR2-BP ag | M5 antag | CHRM4 agonist | CHRM5 agonist | M4 antag | CHRM5 PAM | IDE inh | M4 PAM
# CC(=O)Nc1cccc2c1C(=O)N(c1ccc(C)cc1)C2=O in the list: -2.6 | 0.4 | 0.9 | 1.2 | 1.4 | -7.4 | 0.1 | 2.6 | 8.7
# Clc1ccc(-c2nnc(Sc3nc4ccccc4o3)c3ccccc23)cc1 in the list: 14.4 | -0.3 | 16.1 | -2.6 | 0.3 | 5.8 | -6.6 | -1.2 | 2.9
# O=C(CCn1cnnn1)Nc1ccc(Cl)cc1Cl in the list: 21.3 | -0.3 | -9.1 | 0.5 | -0.9 | 5.8 | 3.9 | -0.7 | 3.8
# CCCC(=O)N1CCC1(C)C(=O)NS(=O)(=O)c1cc2c(cc1C)CCCS2(=O)=O (configuration not stated) in the list: nt | nt | -3.9 | 0.4 | -1.1 | 4.4 | 2.0 | nt | -2.4

# Ordered by the number under CHRM5 PAM (descending): 3 of the compounds above
SMILES,CRFBP-R2 block,CRFR2-BP ag,M5 antag,CHRM4 agonist,CHRM5 agonist,M4 antag,CHRM5 PAM,IDE inh,M4 PAM
CNS(=O)(=O)c1cnccc1N1CCN(c2cccc(C(F)(F)F)c2)CC1,-4.5,-0.5,-4.0,6.0,1.7,1.6,-0.3,2.2,0.4
Clc1ccc(-c2nnc(Sc3nc4ccccc4o3)c3ccccc23)cc1,14.4,-0.3,16.1,-2.6,0.3,5.8,-6.6,-1.2,2.9
CC(C)CC1CCCCC1OC(=O)CN1CCCCC1 (configuration not stated),-4.4,-2.0,0.5,0.2,-9.0,-5.9,-10.5,-3.0,-5.0
